Screening results (PubChem)
NR3A LBD binder – modulators (binders) of human NR3A ligand-binding domain | hit rate 2.5% among 340,000 | Tm shift relative to glycine control, % at 25 µM | NR3A LBD differential scanning fluorimetry, Tm shift; 0% = protein alone, 100% = glycine-bound protein | AID 1259313;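 active = melting temperature shift of at least 10% of the positive control shift, at one fixed dose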
MPTP inh – blocks calcium-induced mitochondrial swelling | isolated mouse mitochondria, Ca2+ swelling absorbance, 30 min | inhibition, % at 10 µM | hit rate 1.4% among 360,000 | AID 602449;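 active = inhibition of 50% or more, scaled per plate between neutral and stimulator controls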;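 note: 0% = DMSO wells given calcium and 100% = 1 mM EGTA wells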
hIAP act – human IAP activation; P09923; purified human IAP, CDP-Star luminescence, 30 min; stronger effect = higher value; 1 = vehicle-only enzyme, 0 = enzyme-free background; AID 2524; hit rate 0.16% among 330,000; activation factor at 10 µM;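 active = activation factor of the enzyme at least 2-fold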; note: the source names both 10 and 20 µM as test concentration; values of inactives mirror those of a sister screen read the other way
Target sequence (P09923 whole entry, looked up): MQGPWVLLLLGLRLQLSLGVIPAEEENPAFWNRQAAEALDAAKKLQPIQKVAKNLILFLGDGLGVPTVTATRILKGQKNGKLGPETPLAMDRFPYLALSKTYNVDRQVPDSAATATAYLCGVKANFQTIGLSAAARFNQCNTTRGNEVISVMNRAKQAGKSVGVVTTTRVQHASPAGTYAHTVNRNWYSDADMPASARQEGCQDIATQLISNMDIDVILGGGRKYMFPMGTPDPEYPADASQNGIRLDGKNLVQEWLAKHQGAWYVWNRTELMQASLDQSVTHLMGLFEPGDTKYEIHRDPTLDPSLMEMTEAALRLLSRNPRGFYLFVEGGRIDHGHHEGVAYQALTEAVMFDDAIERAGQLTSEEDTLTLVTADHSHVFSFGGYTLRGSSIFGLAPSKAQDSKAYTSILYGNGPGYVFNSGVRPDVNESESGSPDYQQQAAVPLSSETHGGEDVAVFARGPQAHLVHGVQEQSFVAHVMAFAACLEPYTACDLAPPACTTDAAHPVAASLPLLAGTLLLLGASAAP
SENP1 FRET inh – SENP1 (human) catalytic domain inhibition | inhibition, % at 10 µM | hit rate 0.21% among 360,000 | recombinant SENP1 catalytic domain, CyPet-SUMO1-YPet FRET cleavage | Q9P0U3;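 active = inhibition at least 30% at 10 µM, raw YFP signal under a set limit, fluorescence ratio 0.5 to 1.5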;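 note: 0% = enzyme with DMSO and 100% = no enzyme wells; some results filed as inactive read as strong as hits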
Target sequence (Q9P0U3 419-644 limits assumed): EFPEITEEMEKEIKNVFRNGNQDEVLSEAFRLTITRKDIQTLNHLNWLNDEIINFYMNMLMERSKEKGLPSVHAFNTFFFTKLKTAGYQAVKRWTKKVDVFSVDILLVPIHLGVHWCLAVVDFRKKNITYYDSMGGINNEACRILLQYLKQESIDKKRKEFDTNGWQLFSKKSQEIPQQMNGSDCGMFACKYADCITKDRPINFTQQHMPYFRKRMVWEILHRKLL
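Assay system – human recombinant His6-tagged SENP1 catalytic domain enzyme · Input – SENP1 enzyme, 20 pM final · Buffer or medium – Tris pH 8 buffer plus EDTA, NaCl, BME, BSA, NP40, catalase · Schedule – 50 min reaction at room temperature · Technique – FRET read of cyan and yellow fluorescence · Control set – no-enzyme wells low, DMSO-plus-enzyme wells high control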
ATG4B inhibitor – ATG4B (human) cysteine protease inhibition | inhibition, % at 8.33 µM | ATG4B cleavage of LC3-PLA2, NBD-HPC fluorescence, 1 h | hit rate 0.51% among 340,000; in the data active = inhibition above about 40%
PfGluPho inh – PfG6PD (Plasmodium falciparum) enzyme inhibition. PfGluPho enzyme, NADPH resazurin-diaphorase fluorescence. inhibition, % at 20 µM. hit rate 0.78% among 350,000;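 active = inhibition reaching at least a set limit at 20 µM in the primary screen, cut at about 59% in these data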;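 note: 0% = DMSO wells with substrate and 100% = DMSO wells lacking glucose-6-phosphate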
SENP8 block – SENP8 (human) protease inhibition | AID 602440 | recombinant SENP8, Nedd8 substrate fluorescence | Q96LD8 | hit rate 0.64% among 360,000 | inhibition, % at 20 µM; in the data active = inhibition mostly above about 40%, no sharp cut-off; inactive = mostly below about 27%
Target sequence (Q96LD8 whole entry, looked up): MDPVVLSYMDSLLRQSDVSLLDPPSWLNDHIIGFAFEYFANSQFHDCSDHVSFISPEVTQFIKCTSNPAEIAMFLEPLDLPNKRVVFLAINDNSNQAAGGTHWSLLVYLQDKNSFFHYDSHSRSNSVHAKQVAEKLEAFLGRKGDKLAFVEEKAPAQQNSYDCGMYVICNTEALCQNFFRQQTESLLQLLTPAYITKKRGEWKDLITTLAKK
SENP6 block – SENP6 protease inhibition; hit rate 1.8% among 330,000; Q9GZR1; AID 2599; inhibition, % at 10 µM; Recombinant SENP6 catalytic domain, aminoluciferin luminescence;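 active = inhibition above about 50% at the single tested dose, limit read from the data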;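 note: plate controls were DMSO wells with enzyme for no effect and DMSO wells lacking enzyme for full effect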
* = called active by the depositor; . = not tested or not shown.

no. | SMILES | hIAP act | ATG4B inhibitor | PfGluPho inh | SENP1 FRET inh | SENP8 block | SENP6 block | MPTP inh | NR3A LBD binder
1 | CC1(C)Cc2cccc(OCC(=O)Nc3ccc(S(N)(=O)=O)cc3)c2O1 | 1 | -5 | 10 | 0 | 8 | -4 | -2.1 | 0
2 | CC(=O)c1cccc(NCC(=O)c2ccc(C)c([N+](=O)[O-])c2)c1 | 0.98 | 4 | -94 | 0 | 17 | -17 | 1.3 | 0
3 | CCN(CC)CCNC(=O)Cn1nc(Cc2ccncc2)c2ccccc2c1=O | 1 | 1 | 6 | 1 | 23 | -14 | -1.4 | 1
4 | O=[N+]([O-])c1ccc(N2CCN(S(=O)(=O)c3ccccc3[N+](=O)[O-])CC2)cc1NCc1cccnc1 | 0.94 | -11 | 8 | 1 | 25 | -4 | 3.3 | -6
5 | O=S(=O)(NC1CCCCC1Sc1ncccn1)c1ccc(Cl)cc1 (configuration not stated) | 0.97 | -6 | 9 | -1 | 3 | -27 | 0.4 | 1
6 | COCCn1c(C)cc(C(=O)CN2C(=O)NC3(CCCCCC3)C2=O)c1C | 0.92 | 0 | 1 | -1 | 1 | -10 | -0.6 | 2
7 | CNc1snc(C)c1C(=O)OCC(=O)NCc1ccccc1OC | 0.91 | -6 | 15 | 1 | -3 | 11 | -0.9 | 4
8 | COc1ccccc1NC(=S)NCCc1c[nH]c2ccccc12 | 0.79 | 8 | 0 | 0 | 17 | 7 | 0.9 | 7
9 | CCN(CC)C(=O)CSc1nc(C)cc(C)c1C#N | 1 | 1 | 11 | 0 | 7 | -2 | -1.4 | -5
10 | CC(OC(=O)c1ccc(Cl)cc1)C(=O)NCC1CCCCC1 (configuration not stated) | 0.91 | 3 | 5 | 5 | 13 | -6 | 0.8 | 2
11 | CCN(CC)C(=O)Oc1ccc2c(c1)O/C(=C\c1ccco1)C2=O | 0.94 | 20 | 22 | -106 | -194 | -21 | -0.6 | -6
12 | COc1ccc2oc(C(=O)N(C)Cc3ccc4c(c3)OCCO4)c(C)c2c1 | 0.86 | 1 | 9 | -6 | -41 | -13 | 0.1 | -3
13 | CCC(C)c1ccc(NC(=O)COC(=O)C2CCCC2)cc1 (configuration not stated) | 0.99 | 2 | 12 | 0 | 0 | 0 | 0.7 | -17
14 | Cc1c(C(=O)c2ccc([N+](=O)[O-])cc2)c(=O)n(C)c(=O)n1C | 1.2 | 0 | -2 | 1 | 19 | -14 | 1.3 | 1
15 | COc1ccc(/C=C(\C#N)C(=O)OCC(=O)N(C)C2CCS(=O)(=O)C2)cc1 (configuration not stated) | 0.94 | 2 | -10 | -1 | -14 | -11 | 0.0 | 0
16 | CCCCN1C(=O)C2C3C=CC(C2C1=O)C1C2C(=O)N(CCCC)C(=O)C2C31 (configuration not stated) | 1.1 | 0 | 22 | 0 | 0 | -23 | 0.9 | -3
17 | Cc1ccc(C2CC(c3cccs3)=NN2S(=O)(=O)c2ccc(C)cc2)cc1 (configuration not stated) | 0.69 | 5 | -2 | -11 | 9 | -3 | 1.4 | -3
18 | COc1ccc(C(=O)Cc2nnc(C)s2)cc1 | 1 | 6 | -1 | 3 | 13 | -2 | -1.1 | 2
19 | O=C(C1CCN(S(=O)(=O)c2ccc3ccccc3c2)CC1)N1CCN(c2ncccn2)CC1 | 1.6 | -11 | -13 | 1 | -33 | 3 | -0.5 | 1
20 | Cc1ccc(C(=O)CSc2nnnn2-c2ccccc2)o1 | 1.2 | -5 | 8 | 2 | 10 | -2 | 0.7 | -1
21 | CN(C(=O)CCNC(=O)Cn1cnc2ccccc2c1=O)c1ccccc1F | 0.84 | -2 | -20 | 1 | 6 | -7 | -0.4 | 1
22 | Cc1ccc(N=Cc2ccccc2O)cc1Cl | . | 9 | 9 | -9 | -2 | . | -0.6 | -1
23 | Cc1ccccc1C(=O)N(Cc1nc2ccccc2c(=O)[nH]1)C1CCCC1 | 0.96 | 0 | 21 | 3 | 8 | -3 | 2.4 | -1
24 | Cc1cc(N)ccc1-c1cc2ccccc2oc1=O | 1.1 | -7 | -4 | 4 | -19 | 7 | 0.5 | 1
25 | CCCCCn1nc(C(=O)N(CCOC)c2c(N)n(CCCC)c(=O)[nH]c2=O)c2ccccc2c1=O | 1 | -2 | -3 | -5 | -16 | -3 | -0.7 | 3
26 | Cc1ccsc1/C=N/NC(=O)c1sccc1C | 0.95 | 9 | -5 | 1 | -6 | 88* | -3.2 | 0
27 | COc1ccc(/C(N)=N/OC(=O)Cc2cccs2)cc1OC | 0.94 | -6 | 7 | -1 | 11 | -1 | -2.5 | -3
28 | CC(C)NC(=O)c1noc2cc([N+](=O)[O-])ccc12 | 0.94 | -5 | -10 | 1 | 22 | -1 | 0.3 | 1
29 | O=C(CC(c1ccccc1)c1ccccc1)NCC(O)c1ccc([N+](=O)[O-])cc1 (configuration not stated) | 0.88 | -1 | -2 | 2 | 16 | -31 | -0.4 | -7
30 | Cc1nn(C)cc1CN1CCCC(C(=O)c2ccc(-c3ccccc3)c(F)c2)C1 (configuration not stated) | 1 | -1 | 10 | -1 | 15 | -7 | 3.5 | -3
31 | Nc1cc(OC(=O)c2ccc(F)cc2)nn1S(=O)(=O)c1ccccc1 | 1 | -4 | 18 | 4 | 14 | -2 | -0.6 | 1
32 | COc1ccc(S(=O)(=O)NCCS(=O)(=O)N2CCN(c3ccccc3)CC2)cc1 | 1.2 | 5 | -19 | 3 | 4 | -6 | 0.0 | 19*
33 | Cc1ccc(S(=O)(=O)N2CCN(C(=O)CNC(=O)c3sc4ccccc4c3Cl)CC2)cc1 | 0.86 | 4 | -4 | -2 | 1 | -15 | 1.6 | 1
34 | COc1ccccc1N1CCN(C(=O)c2cc(-c3ccc(Br)cc3)on2)CC1 | 0.92 | 2 | 4 | 3 | 8 | -21 | 0.2 | 2
35 | NN1C(=O)NC(c2ccccc2)(c2ccccc2)C1=O | 1.2 | 6 | -14 | 1 | 4 | -20 | -3.2 | -1
36 | CCOC(=O)C1=CN(Cc2cccc(F)c2)S(=O)(=O)N(CC)C1c1cccc(OC)c1 (configuration not stated) | . | 6 | 27 | 1 | 20 | . | -2.6 | 7

In a second layout: four of the compounds above
31) Nc1cc(OC(=O)c2ccc(F)cc2)nn1S(=O)(=O)c1ccccc1
  hIAP act: 1; ATG4B inhibitor: -4; PfGluPho inh: 18; SENP1 FRET inh: 4; SENP8 block: 14; SENP6 block: -2; MPTP inh: -0.6; NR3A LBD binder: 1

27) COc1ccc(/C(N)=N/OC(=O)Cc2cccs2)cc1OC
  hIAP act: 0.94; ATG4B inhibitor: -6; PfGluPho inh: 7; SENP1 FRET inh: -1; SENP8 block: 11; SENP6 block: -1; MPTP inh: -2.5; NR3A LBD binder: -3

28) CC(C)NC(=O)c1noc2cc([N+](=O)[O-])ccc12
  hIAP act: 0.94; ATG4B inhibitor: -5; PfGluPho inh: -10; SENP1 FRET inh: 1; SENP8 block: 22; SENP6 block: -1; MPTP inh: 0.3; NR3A LBD binder: 1

32) COc1ccc(S(=O)(=O)NCCS(=O)(=O)N2CCN(c3ccccc3)CC2)cc1
  hIAP act: 1.2; ATG4B inhibitor: 5; PfGluPho inh: -19; SENP1 FRET inh: 3; SENP8 block: 4; SENP6 block: -6; MPTP inh: 0.0; NR3A LBD binder: 19*

For reference, part of the list above:
no. | SMILES | hIAP act | ATG4B inhibitor | PfGluPho inh | SENP1 FRET inh | SENP8 block | SENP6 block | MPTP inh | NR3A LBD binder
25 | CCCCCn1nc(C(=O)N(CCOC)c2c(N)n(CCCC)c(=O)[nH]c2=O)c2ccccc2c1=O | 1 | -2 | -3 | -5 | -16 | -3 | -0.7 | 3
26 | Cc1ccsc1/C=N/NC(=O)c1sccc1C | 0.95 | 9 | -5 | 1 | -6 | 88* | -3.2 | 0
27 | COc1ccc(/C(N)=N/OC(=O)Cc2cccs2)cc1OC | 0.94 | -6 | 7 | -1 | 11 | -1 | -2.5 | -3
28 | CC(C)NC(=O)c1noc2cc([N+](=O)[O-])ccc12 | 0.94 | -5 | -10 | 1 | 22 | -1 | 0.3 | 1

(further entries)
no. | SMILES | hIAP act | ATG4B inhibitor | PfGluPho inh | SENP1 FRET inh | SENP8 block | SENP6 block | MPTP inh | NR3A LBD binder
37 | CCCn1c(CN2CCN(C(=O)OCC)CC2)nc2cc([N+](=O)[O-])ccc21 | 0.94 | 3 | 0 | 0 | 12 | -7 | -0.7 | 0
38 | CCCC(=O)N(Cc1cc(=O)[nH]c2ccccc12)c1ccccc1C | 1 | 5 | 7 | 0 | -4 | -34 | 0.1 | 0
39 | O=C(CCc1ccccc1)OCCOC(=O)CCc1ccccc1 | 1.1 | 6 | 3 | 0 | 13 | -15 | 0.2 | 1
40 | CCOC(=O)Cn1c(C(F)(F)F)nc2nc(Cl)c(Cl)nc21 | . | 1 | 5 | -29 | -190 | . | -0.3 | 0
41 | O=C(Nc1ccc(NC(=O)c2cccs2)cc1)c1ccccc1 | 1.2 | 0 | -10 | -1 | 5 | 15 | 0.2 | 16*
42 | COc1ccc2c(c1)cc1n2CCN2CCCN=C12 | 1.2 | -2 | -9 | 0 | -216 | 12 | -0.1 | 0
43 | C=CCn1cnc2scc(-c3ccc(CC)cc3)c2c1=O | 0.93 | -5 | -3 | 1 | 17 | -1 | -1.0 | 1
44 | Cc1csc2nc(SCC(=O)N3CCN(c4ccccc4)CC3)[nH]c(=O)c12 | 0.96 | -6 | -12 | -2 | 3 | 2 | 0.2 | 1
45 | Cc1cc(OCC(=O)Nc2ccc(CN3CCOCC3)cc2)c2c(C)c(C)c(=O)oc2c1 | 1 | 1 | -1 | 1 | -169 | -14 | -1.2 | -3
46 | CCOC(=O)c1cc(-c2ccccc2)sc1NC(=O)C(C)C | 1.1 | -3 | 15 | 1 | -108 | -22 | 1.8 | 3
47 | CC(OC(=O)CC(C)c1ccccc1)C(=O)Nc1ccc(Cl)cn1 (configuration not stated) | 1.1 | -6 | 4 | 3 | 6 | -2 | 0.2 | 1
48 | CC1CCCN(C(=O)c2ccc(OC3CCN(CCc4ccccc4)CC3)cc2)C1 (configuration not stated) | 0.89 | 21 | -17 | -1 | 16 | -3 | 2.3 | -1
49 | Cc1cc(C(F)(F)F)nn1Cc1n[nH]c(=S)n1-c1ccc(F)cc1 | 1 | -13 | 25 | 1 | 10 | -9 | -1.0 | -1
50 | O=C(Nc1ccc(Cl)cc1)N1CCC(c2nc(-c3cccs3)no2)CC1 | 1 | -9 | 4 | -1 | 16 | -2 | 43 | -17
51 | CN(CCNC(=O)C1CCC(=O)N(Cc2cccc(F)c2)C1)CCc1ccccc1 (configuration not stated) | 1.4 | 3 | 2 | 0 | 9 | -3 | -0.5 | 3
52 | Nc1ccc(S(=O)(=O)NC2(C(F)(F)F)NC(=O)N(Cc3ccccc3)C2=O)cc1 (configuration not stated) | 0.87 | 7 | -20 | 3 | 15 | -1 | -0.2 | -3
53 | CCN(Cc1ccccc1)C(=O)CSc1nc(C)cc(=O)[nH]1 | 1.1 | -9 | 0 | -3 | -3 | 1 | -1.3 | -1
54 | Cc1ccc(CC2CC(=O)N(c3nc(C)cc(C)n3)C2=O)cc1 (configuration not stated) | 0.99 | 1 | -5 | 3 | 6 | -36 | -0.9 | -4
55 | O=C(NCc1ccccn1)c1n[nH]c(=O)c2ccccc12 | 1.1 | -3 | -10 | 0 | 5 | 6 | 1.5 | 3
56 | COc1cccc(CN2CCN(S(=O)(=O)c3ccc(Br)cc3)CC2)c1 | 1.1 | -4 | 7 | -2 | 10 | -5 | 1.5 | 0
57 | CN1/C(=C\C=N\NC(=O)c2cccnc2)C(C)(C)c2ccccc21 | 1 | -2 | -21 | -86 | -14 | 1 | -0.2 | 0
58 | c1ccc2c(CNCCN3CCOCC3)cccc2c1 | 0.9 | -1 | -16 | -1 | 12 | -10 | -2.1 | -10
